BioA inh: inhibitors of Mycobacterium tuberculosis BioA enzyme; purified M. tuberculosis BioA enzyme, plate reader; inhibition, % at 9.99 µM; 360,000 tested, 0.096% active; in the data active = inhibition above about 40%
FBA Mtb inh: inhibitors of M. tuberculosis fructose-bisphosphate aldolase | purified M. tuberculosis FBA, fluorescence read-out | inhibition, % at 1 µM | 360,000 tested, 2.3% active | AID 588726; in the data active = inhibition above about 27%;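 note: 0% = vehicle and 100% = reference inhibitor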
Target sequence (P9WQA3 whole entry, looked up): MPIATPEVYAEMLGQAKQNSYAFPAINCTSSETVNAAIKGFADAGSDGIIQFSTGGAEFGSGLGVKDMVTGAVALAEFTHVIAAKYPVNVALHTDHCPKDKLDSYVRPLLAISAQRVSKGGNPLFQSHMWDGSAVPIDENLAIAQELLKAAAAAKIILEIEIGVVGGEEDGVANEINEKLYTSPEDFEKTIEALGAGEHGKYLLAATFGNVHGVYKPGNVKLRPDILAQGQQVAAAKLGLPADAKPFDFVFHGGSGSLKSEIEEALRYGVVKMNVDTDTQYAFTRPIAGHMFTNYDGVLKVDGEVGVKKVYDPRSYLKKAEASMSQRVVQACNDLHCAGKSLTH
BoNT-A LC inh2: BoNT A light chain protease inhibition; multiplex microsphere protease substrate cleavage, flow cytometry; inhibition, % at 10 µM; 360,000 tested, 0.17% active; AID 588499; note: plate controls were buffer without enzyme for full effect and enzyme alone for no effect
PfHsp40 rescue: restores yeast growth despite PfHsp40 toxicity | growth rescue, % at 12.5 µM | 340,000 tested, 0.68% active | S. cerevisiae expressing PfHsp40, growth rescue, ATP luminescence; in the data active = growth rescue above about 28%, passing the limit was not always enough;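 note: yeast W303a lacking pdr1 and pdr3 grown in galactose medium; growth measured after three days at 30 °C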
Anthrax LF prot: blocks Bacillus anthracis lethal factor protease | multiplex microsphere protease cleavage assay, LF | 360,000 tested, 0.12% active | inhibition, % at 10 µM | P15917; note: plate controls were buffer without enzyme for full effect and enzyme alone for no effect
BoNT-F LC inh: inhibitors of Botulinum neurotoxin F light chain protease; 360,000 tested, 0.22% active; Multiplex microsphere protease cleavage assay, flow cytometry; inhibition, % at 10 µM; in the data active = inhibition above about 35%, passing the limit was not always enough; note: plate controls were buffer without enzyme for full effect and enzyme alone for no effect
UGM FP inh: Mtb UDP-galactopyranose mutase inhibition | 320,000 tested, 0.06% active | P9WIQ1 | purified UGM, fluorescence polarization probe displacement | inhibition, % at 10 µM; in the data active = inhibition above about 10%, passing the limit was not always enough
Target sequence (P9WIQ1 whole entry, looked up): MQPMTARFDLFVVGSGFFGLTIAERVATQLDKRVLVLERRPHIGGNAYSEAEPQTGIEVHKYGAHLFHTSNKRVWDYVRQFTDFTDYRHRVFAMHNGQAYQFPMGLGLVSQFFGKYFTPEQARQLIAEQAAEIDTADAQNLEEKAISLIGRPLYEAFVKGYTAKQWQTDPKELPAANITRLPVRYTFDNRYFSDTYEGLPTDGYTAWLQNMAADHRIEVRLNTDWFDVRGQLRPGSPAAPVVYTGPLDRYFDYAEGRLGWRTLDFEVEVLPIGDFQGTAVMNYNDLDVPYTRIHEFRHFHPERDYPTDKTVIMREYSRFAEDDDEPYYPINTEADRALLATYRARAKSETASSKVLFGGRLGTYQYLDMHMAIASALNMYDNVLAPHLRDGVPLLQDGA
FadD28 FP inh: blocks FadD28 binding to the bisubstrate probe. fluorescence polarization. inhibition, % at 12.5 µM. 360,000 tested, 0.22% active. AID 588549; in the data active = inhibition above about 8.5%, passing the limit was not always enough
GDH-TPI counter: GDH-TPI coupled enzyme inhibition counter-screen; 360,000 tested, 1.2% active; AID 588335; GDH-TPI coupled enzyme counterscreen, NADH absorbance; inhibition, % at 4.8 µM; in the data active = inhibition above about 30%;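 note: 0% = DMSO wells and 100% = wells lacking the enzyme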
* marks the source's active call; other numbers are inactive results; x = no result given. Cut-off read from the data, not from the text of the source, unless noted: active = inhibition above about 30%; inconclusive = no clear call, values can overlap the other calls; inactive = below that.

SMILES | BioA inh | FBA Mtb inh | BoNT-A LC inh2 | PfHsp40 rescue | Anthrax LF prot | BoNT-F LC inh | UGM FP inh | FadD28 FP inh | GDH-TPI counter
COc1ccc(CN2C(=O)CC(C(=O)NCCc3ccc(S(N)(=O)=O)cc3)SC2=Nc2ccccc2)cc1 (configuration not stated) | x | -2 | 0.2 | -1.2 | 0 | 7 | -0.4 | -4.5 | 9
CCOc1ccc(NC(=O)[C@H](C)NC(=O)C2CC(=O)N(c3ccc(OC)cc3)C2)cc1 (some centres not stated) | -1.3 | -1 | 2.0 | 1.8 | -1 | 10 | 3.8 | -0.6 | 2
O=c1cc(CNc2cc(Cl)ccc2Cl)nc2sccn12 | -0.5 | 1 | 0.5 | 0.0 | 1 | -5 | -4.4 | -1.7 | 3
O=C(CSc1ccc(F)cc1)Nc1ccc(N2CCOCC2)cc1 | -1.7 | 1 | 1.3 | 0.8 | -1 | 4 | 0.0 | -0.5 | 13
CC(C)(C)OC(=O)NCCCCCNC(=O)c1[nH]cnc1C(=O)Nc1nccs1 | 1.4 | 0 | 0.5 | -2.1 | -5 | 1 | -0.6 | -3.5 | 12
Cc1sc2nc(CC(=O)N3CCCC3)[nH]c(=O)c2c1C | x | 2 | -1.6 | 1.2 | -1 | 5 | -4.3 | -3.7 | -7
O=C(CN1CCN(C(=O)c2ccc(-c3nc4ccccc4s3)o2)CC1)Nc1ccccc1Cl | -0.8 | 3 | -1.3 | 3.1 | 1 | 8 | x | 0.5 | 10
CCOC(=O)c1[nH]cnc1C(=O)N1CCC(C)CC1 | 0.1 | -1 | -0.6 | 0.8 | 3 | 0 | 0.3 | -0.9 | 7
Cc1ccc(/C=N/Nc2ccccn2)s1 | -0.9 | 0 | 0.3 | 0.8 | 1 | -6 | -3.6 | 0.5 | 26
Cc1cc(=O)oc2cc(OCC(=O)OCC(=O)Nc3ccc(C(N)=O)cc3)ccc12 | -1.1 | 22 | 0.1 | 0.2 | 3 | -7 | 5.1 | -4.7 | 2
CCOc1cc(/C=N\NC(=O)c2ccc(C)nc2)ccc1OC(=O)c1ccc(F)cc1 | -3.7 | 3 | -1.7 | 0.0 | -8 | -15 | 0.1 | 0.0 | 5
COc1ccc(S(=O)(=O)NCc2cn3c(C)csc3n2)cc1F | -1.7 | -5 | -0.1 | 1.3 | -5 | 12 | 0.4 | -4.3 | -3
Cc1cccc(Nc2ccncc2S(=O)(=O)NC(=O)NC(C)C)c1 | -1.8 | 1 | 0.7 | 0.5 | -8 | -9 | 0.6 | -2.3 | 0
O=C(CCc1ccc(O)c(O)c1)NNC(=S)NCCc1ccccc1 | x | 2 | -0.4 | 0.0 | -2 | -2 | 3.6 | 0.8 | 9
Clc1ccc(-n2ncc3c(NCC4CCCO4)ncnc32)cc1 (configuration not stated) | -0.3 | 17 | -0.1 | -0.5 | -4 | -3 | 3.0 | -1.2 | -8
CC(=O)N1CCc2cc(S(=O)(=O)NC(CC(C)C)C(=O)N3CCCC3)ccc21 (configuration not stated) | -0.1 | 1 | -1.7 | -0.1 | 1 | 5 | -1.1 | 1.2 | 5
COc1cccc(NC(=S)N(CCC(C)C)C2CCN(C(C)=O)CC2)c1 | -1.8 | -1 | -3.4 | -1.5 | 10 | -9 | -0.4 | -0.4 | 4
CC(C)Cc1ccc(C(C)C(=O)OCC(=O)c2c[nH]c3ccccc23)cc1 (configuration not stated) | -0.4 | -2 | -0.1 | 2.0 | -1 | 3 | 1.8 | -0.6 | -4
COc1ccccc1N1CCN(C(=O)CSc2nc(C)c(C)c(=O)[nH]2)CC1 | x | 2 | -0.6 | 0.3 | 1 | -4 | 0.9 | -0.4 | 8
Cc1ccccc1Oc1ccc2c(c1)[C@@H]1C[C@H]3[C@@H](C(=O)N1CC2)[C@H](C)ON3C | -0.5 | -1 | 0.5 | -0.9 | 6 | 8 | x | -1.9 | 2
CCOC(=O)C1CCN(S(=O)(=O)c2ccc(C)cc2)CC1 | -1.0 | -3 | -0.2 | -0.8 | -4 | 1 | 1.2 | -3.0 | 1
CCOC(=O)CN1C(=O)CN(c2ccc(C)cc2)C1=O | x | -4 | -1.4 | 0.0 | 0 | -9 | x | 1.4 | 1
COc1ccc(N2CCN(C(=O)CN(C)S(=O)(=O)c3cnc[nH]3)CC2)cc1 | x | 0 | -0.9 | -0.8 | -1 | -7 | -0.4 | -3.5 | -2
CCOc1ccc(NC(=O)CN(c2ccc(OC)cc2)S(=O)(=O)c2cccs2)cc1 | 0.1 | 0 | 0.4 | -0.4 | 6 | -11 | 0.3 | -2.3 | 15
CNC(=O)C[C@H]1C(=O)N(C2CCCCC2)C[C@@H]1C | x | 0 | -0.5 | x | -6 | -9 | x | 0.0 | -6

Entries shown so far with an aryl thioether with sulfur outside any ring, in the order listed:
SMILES | BioA inh | FBA Mtb inh | BoNT-A LC inh2 | PfHsp40 rescue | Anthrax LF prot | BoNT-F LC inh | UGM FP inh | FadD28 FP inh | GDH-TPI counter
O=C(CSc1ccc(F)cc1)Nc1ccc(N2CCOCC2)cc1 | -1.7 | 1 | 1.3 | 0.8 | -1 | 4 | 0.0 | -0.5 | 13
COc1ccccc1N1CCN(C(=O)CSc2nc(C)c(C)c(=O)[nH]2)CC1 | x | 2 | -0.6 | 0.3 | 1 | -4 | 0.9 | -0.4 | 8

Profiles, quoted from the list. Order of values: BioA inh | FBA Mtb inh | BoNT-A LC inh2 | PfHsp40 rescue | Anthrax LF prot | BoNT-F LC inh | UGM FP inh | FadD28 FP inh | GDH-TPI counter
CCOc1cc(/C=N\NC(=O)c2ccc(C)nc2)ccc1OC(=O)c1ccc(F)cc1 reads -3.7 | 3 | -1.7 | 0.0 | -8 | -15 | 0.1 | 0.0 | 5
Cc1cccc(Nc2ccncc2S(=O)(=O)NC(=O)NC(C)C)c1 reads -1.8 | 1 | 0.7 | 0.5 | -8 | -9 | 0.6 | -2.3 | 0
O=C(CSc1ccc(F)cc1)Nc1ccc(N2CCOCC2)cc1 reads -1.7 | 1 | 1.3 | 0.8 | -1 | 4 | 0.0 | -0.5 | 13
O=c1cc(CNc2cc(Cl)ccc2Cl)nc2sccn12 reads -0.5 | 1 | 0.5 | 0.0 | 1 | -5 | -4.4 | -1.7 | 3

Back to the main list, repeating the 2 entries before the break.
SMILES | BioA inh | FBA Mtb inh | BoNT-A LC inh2 | PfHsp40 rescue | Anthrax LF prot | BoNT-F LC inh | UGM FP inh | FadD28 FP inh | GDH-TPI counter
CCOc1ccc(NC(=O)CN(c2ccc(OC)cc2)S(=O)(=O)c2cccs2)cc1 | 0.1 | 0 | 0.4 | -0.4 | 6 | -11 | 0.3 | -2.3 | 15
CNC(=O)C[C@H]1C(=O)N(C2CCCCC2)C[C@@H]1C | x | 0 | -0.5 | x | -6 | -9 | x | 0.0 | -6
COc1ccc(-c2ccc(C#N)c(SCC(=O)Nc3sc4c(c3C#N)CCC4)n2)cc1 | -1.6 | 3 | 0.3 | 0.0 | -2 | 20 | 4.5 | -3.2 | 6
CC(C)(C)OC(=O)CN1C(=O)NC(Cc2c[nH]c3ccccc23)C1=O (configuration not stated) | -2.2 | 0 | 1.5 | 0.4 | -5 | 18 | 1.8 | x | 8
CCCS(=O)(=O)NC(=O)C1(C)CCN(C(=O)c2cc(C(C)(C)C)nn2C)C1 (configuration not stated) | -1.4 | 3 | -0.2 | x | 1 | -8 | x | -0.8 | 12
COc1cccc(C2NC(c3cccc(OC)c3O)C(C)C(=O)C2C)c1O (configuration not stated) | 0.8 | 3 | 1.4 | -0.7 | -3 | -1 | 3.2 | -1.0 | -3
COC(=O)C1=C(C(=O)OC)[C@]2([C@H]3CC=CCN[C@@H](Cc4ccccc4)C(=O)N3Cc3ccccc3)C=C[C@H]1O2 | -0.2 | -8 | -1.3 | 1.1 | -8 | -6 | x | -0.1 | 0
CC(NC(=S)NC(=O)c1ccccc1)c1ccccc1 (configuration not stated) | 1.3 | -1 | -0.8 | 16 | 4 | -13 | -2.4 | -3.2 | -5
CC1(C)Cc2c(sc(NC(=O)COc3ccc(Cl)cc3)c2C#N)C(C)(C)N1 | -1.7 | -2 | -3.1 | 0.4 | -12 | -1 | -0.3 | -1.4 | 3
O=C(CN1CCCC(O)C1)N1c2ccccc2Sc2ccc(C(F)(F)F)cc21 (configuration not stated) | 1.5 | 0 | 0.1 | 0.4 | 0 | 13 | -1.7 | -4.1 | -6
CCC(=O)N1CCC1(C)C(=O)Nc1ccccc1 (configuration not stated) | 0.6 | -5 | 0.1 | x | -4 | 10 | x | -3.3 | -5
CN(CCC#N)C(=O)COC(=O)c1ccccc1OCc1ccccc1Cl | x | 4 | 0.2 | 0.0 | -4 | 1 | 0.1 | -4.0 | -3
COc1ccc(CNC(=O)COc2cc(O)c3c(c2)OC(C)(C)CC3=O)c(OC)c1 | 0.0 | 0 | -0.3 | -0.6 | -1 | -3 | 1.4 | -2.7 | -3
COc1ccc(N2CC(C(=O)Nc3c(C(N)=O)oc4ccccc34)CC2=O)cc1 (configuration not stated) | -1.2 | 0 | 2.4 | 0.4 | -2 | 1 | -0.6 | -1.8 | -2
O=C(N/N=C/C(Br)=C/c1ccccc1)c1ccccc1F | 1.9 | -6 | 1.6 | -1.5 | -2 | -3 | 0.8 | -3.1 | 32*
COc1ccccc1NS(=O)(=O)NC(=O)c1cn(C)c2ccccc12 | x | 0 | 0.7 | 0.1 | 1 | 5 | -3.5 | -0.4 | -1
O=C1N/C(=N/N=C/c2ccco2)SC1Cc1ccccc1 (configuration not stated) | 3.1 | -1 | -0.7 | 0.0 | -5 | 4 | 0.9 | -1.4 | 27
CCOC(=O)C1=C(NC(=S)NC(=O)c2ccccc2)c2ccccc2CC1(C)C | -1.3 | -3 | 0.0 | 16 | -2 | -1 | -3.3 | 1.3 | -4
COC(=O)C1=C(c2ccc(S(C)(=O)=O)cc2)C[C@@H]2CC[C@H]1N2C(=O)NCc1ccc(F)cc1 | 0.0 | 0 | 0.0 | -1.2 | 0 | -10 | -0.1 | -4.2 | -3
CCOC(=O)Cn1nc(-c2ccccc2)c2cnc3ccc(C)cc3c21 | -0.2 | 10 | -1.4 | 0.2 | -7 | -7 | -1.1 | -1.6 | 17
CCCCCCc1c(O)nc(SCC(=O)O)[nH]c1=O | -1.3 | 2 | -0.5 | 0.4 | 10 | 4 | 1.1 | -1.5 | -22
O=C(NCCCN1CCOCC1)c1cc(S(=O)(=O)N2CCN(c3ccccc3)CC2)ccc1Cl | -0.4 | 0 | -1.9 | 1.0 | -3 | -6 | -0.3 | -2.2 | -5
COc1ccccc1-c1cc(C(=O)N/N=C/C=C/c2ccccc2[N+](=O)[O-])c2ccccc2n1 | -1.5 | 1 | -1.5 | 0.5 | -4 | -38 | 0.9 | -1.5 | 31*
C=CC[C@@H](CC(=O)N[C@@H](CO)Cc1ccccc1)C(=O)N[C@@H](COC(=O)[C@H](CC=C)CC(=O)OC(C)(C)C)Cc1c[nH]c2ccccc12 | -1.9 | 0 | -0.1 | 6.4 | -4 | -3 | 0.2 | -1.6 | 1
C[C@H](CO)N1C[C@H](C)[C@@H](CN(C)S(=O)(=O)c2ccc(Cl)cc2)Oc2ccc(NS(=O)(=O)c3ccccc3)cc2CC1=O | 0.6 | 7 | 0.9 | 1.5 | -2 | -5 | 0.9 | 0.7 | 7

Screens as filed in PubChem.
